Screening data (PubChem)
aSyn yeast rescue: rescues yeast growth from alpha-synuclein toxicity. S. cerevisiae alpha-synuclein toxicity rescue, BacTiter-Glo growth, 24 h. Potency, µM (doses to about 46.1 µM), without a hit: top-dose growth rescue (activation), hits mostly activators. actives 0.02% (n = 94,000). AID 1347070; active = well fitted activation curve with a large enough effect; inconclusive = small, poorly fitted or top-dose-only effect; note: 0% is about no effect
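Growth restoration measured by BacTiter-Glo luminescence after 24 hr at 30 deg C; alpha-synuclein yeast, raffinose-pregrown to mid-log, were added at OD600=0.02 in galactose medium onto pinned compounds.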
* hit, by the source's call; ? = inconclusive; & = joins results of further samples; [ ] = remark or other dose. Potency is the fitted concentration of half-maximal effect.

SMILES	aSyn yeast rescue
O=C(CSc1c2c(nc3ccc(Cl)cc13)CCCC2)N1CCN(c2ccc(Cl)cc2)CC1	-18%
CC(OC(=O)CNC(=O)c1ccc(Cl)cc1)C(=O)NC1CCCCC1C (stereo not given)	2%
Cc1cc(C)c(Cn2c3ccccc3c3cnn(CC(=O)NC4CCC(C)CC4)c(=O)c32)c(C)c1 (stereo not given)	1%
COc1cc(OC)cc(C(=O)NCCCCc2ccccc2)c1	2%
CCOC(=O)c1c(NC(=O)CSc2nc(-c3ccc(OC)cc3)cc(C(F)(F)F)n2)sc(C)c1C	-4%
O=C(NCc1cccnc1)C1CCN(Cc2cc3ccccc3n2Cc2ccccc2)CC1	-4%
CC1CCN(C(=O)Cn2cc(SCc3cccc(F)c3)c3ccccc32)CC1	?
CCOc1ccc(OCC)c(NC(=O)c2cc3ccccn3n2)c1	-2%
Cc1ccc(CCNC(=O)CCS(=O)(=O)c2cc3c(cc2Cl)NC(=O)CO3)cc1	-2%
CC(C)=CC(=O)N1CCC(Oc2cccc(C(=O)NCc3ccccn3)c2)CC1	3%
CCCc1nn2c(=O)cc(COC(=O)c3ccccc3NC(=O)C3CCCCC3)nc2s1	-6%
COc1cc(C)ccc1OCCSc1nc2ccc(NC(=O)c3ccc4c(c3)OCO4)cc2s1	-1%
Cn1cccc1C(=O)NC(=O)COC(=O)c1cc(S(=O)(=O)N2CCCCC2)ccc1Cl	-1%
COc1ccc(N(Cc2cccs2)C(=O)c2ccc(OCC(C)C)cc2)cc1	5%
Cc1ccccc1NC(=O)Cn1nnc(S(=O)(=O)c2ccc(C(C)(C)C)cc2)c1N	-6%
CCSc1nc2c([nH]c3ccccc32)c(=O)n1-c1ccc(F)cc1	4%
O=C(CSc1nc(-c2ccco2)nc2cc(=O)[nH]n12)Nc1ccccc1Cl	8%
COCCNC(=O)C(=O)Nc1ccc2c(c1)N(S(=O)(=O)c1cccs1)CCC2	-8%
Cc1cccc(N(CC(=O)Nc2cccc(Cl)c2C)S(C)(=O)=O)c1C	0%
CC(Sc1ccc2c(c1)OCCO2)C(=O)Nc1ccc(N2CCOCC2)cc1 (stereo not given)	10%
COc1ccc(N2CCN(c3ncccc3-c3nc(-c4ccccc4C)no3)CC2)cc1	10%
CN(C)c1ccc(/C=C2\SC(=O)N(CCc3nnc(N)s3)C2=O)cc1	1%
CCOC(=O)c1cc(-c2ccc(C)cc2)n(CCC(=O)Nc2ccc(C(C)C)cc2)c1C	3%
COc1cc(C(=O)Nc2ccc3c(c2)N(C2CCCC2)C(=O)c2ccccc2S3)cc(OC)c1OC	11%
O=C(Cn1ncc2c3ccccc3n(Cc3ccc(Cl)cc3)c2c1=O)NCc1cccs1	4%
(further entries)
SMILES	aSyn yeast rescue
NS(=O)(=O)c1ccc(NC(=O)CCC(=O)c2ccc(Cl)s2)cc1	-6%
Cc1ccc(C(=O)C(C)OC(=O)CCN=C2NS(=O)(=O)c3ccccc32)cc1 (stereo not given)	-2%
COc1cccc(-n2cc(C(=O)Oc3cccc(C(F)(F)F)c3)c3ccccc3c2=O)c1	5%
CCC(C)C1Nc2ccc(C(=O)NCc3ccc4c(c3)OCO4)cc2NC1=O (stereo not given)	-5%
COc1ccccc1-c1noc(-c2ccc(N(C)Cc3ccccc3)c([N+](=O)[O-])c2)n1	2%
COC(=O)c1cccc(/C=N/NC(N)=S)c1O	-7%
COC(=O)c1ccc(OCC2c3cc(OC)c(OC)cc3CCN2C(=O)c2ccccc2F)cc1 (stereo not given)	1%
COc1ccc(N2CCN(C(=O)COC(=O)CC(NC(N)=O)c3ccc(Cl)cc3)CC2)cc1 (stereo not given)	13%
Cc1cc(N(C)C)cc(C)c1N=Nc1cc[n+]([O-])cc1	-7%
c1ccc(-c2nnc(CN3CCCCC3)o2)cc1	-5%
CCOc1ccc(OCC(=O)OCC(=O)NNC(=O)c2ccc([N+](=O)[O-])cc2)cc1	4%
O=C(CSc1nc2ccccc2c(=O)n1-c1ccc(F)cc1F)NC1CC1	-18%
O=[N+]([O-])c1cccc(P(=O)(O)c2cccc([N+](=O)[O-])c2)c1	1%
CC(=O)Nc1cc(C(=O)Nc2ccc3c(c2)N(C)C(=O)c2ccccc2S3)ccc1C	1%
Cc1ccc(S(=O)(=O)NCCC(=O)N2CCCCCCC2)cc1C	1%
Cc1cccc(NC(=O)c2cc([N+](=O)[O-])ccc2N2CCOCC2)c1C	-2%
CCC(C)(C)c1ccc(Oc2cccc(C(=O)O)c2)cc1	-77%[inhibitor]
COc1ccc(NC(=O)Cn2c(=O)n(-c3ccc(C)cc3)c(=O)c3c2cnn3C)cc1	-9%
O=c1[nH]ncc(N2CCN(Cc3ccccc3)CC2)c1Cl	-15%
Cc1cccc(C(=O)N[C@H](C(=O)Nc2cccc(S(=O)(=O)N3CCCC3)c2)C(C)C)c1	3%
CCCN1CCN(c2ncnc3sc(C(=O)Nc4ccc(N(CC)CC)cc4C)c(C)c23)CC1	-6%
COC(=O)c1csc(C2OC(CO)C(O)C2O)n1 (stereo not given)	2%
COc1ccc(NC(=O)c2ccc(NCCN3C(=O)CCC3=O)c([N+](=O)[O-])c2)cc1	-9%
Cc1occc1C(=O)N/N=C/c1ccc(-c2ccccc2)cc1	-40%[inhibitor]
CC(=O)Nc1nc(N(C)C)nc(N(C)C)n1	-2%
Going on with the list:
SMILES	aSyn yeast rescue
COC(=O)N(C)C[C@@H]1OCc2ccccc2-c2c(n(C)c3ccccc23)C(=O)N([C@H](C)CO)C[C@@H]1C	-9%
CCOC(=O)c1cc(S(=O)(=O)Nc2cc(OC)ccc2OC)[nH]n1	-9%
CCNC(=S)N1CCN(CC)CC1	-3%
COc1ccccc1C(CNC(=O)c1cccc(S(=O)(=O)Nc2ccc(C)cc2)c1)N1CCCC1 (stereo not given)	4%
CCCN(C(=O)c1cccc(-n2cccc2)c1)c1c(N)n(Cc2ccccc2)c(=O)[nH]c1=O	-4%
COc1ccc(CN(C(=O)c2snc(C(N)=O)c2N)C(CC(C)C)C(=O)NC2CCCCC2)cc1 (stereo not given)	12%
CCN(CC)S(=O)(=O)c1ccc2c(c1)N(CC(=O)N1CCN(c3ccc(OC)cc3)CC1)C(=O)CO2	-3%
N#Cc1ccc(NC(=O)COCc2cc(-c3ccc(F)cc3)on2)cc1	2%
COc1ccc(NC(=O)CN(C)C(=O)c2c(C)nn(-c3ccccc3)c2Cl)cc1	-2%
CCOC(=O)c1ccc(NS(=O)(=O)c2cc(Br)cc3c2N(C(C)=O)C(C)C3)cc1 (stereo not given)	-7%
COc1ccc(C=C2SC(=S)N(CCCN3CCOCC3)C2=O)c(OC)c1	-1%
CCOc1ccc(-n2c(CC)nc3c(cnn3-c3ccc(Cl)cc3)c2=O)cc1	4%
CCN(c1cccc(C)c1)S(=O)(=O)c1cc(Br)cc2c1N(C(C)=O)C(C)C2 (stereo not given)	0%
COc1ccc(-n2ncc(C(=O)Nc3ccc(C)cc3Cl)c2C2CCN(C(=O)OC(C)(C)C)CC2)cc1	2%
Cc1cccc(NS(=O)(=O)c2ccc3c(c2)[C@H]2C=CC[C@H]2[C@@H](c2ccc(F)cc2)N3)c1	?
Cc1ccc2oc(-c3ccc(C)c(NC(=O)c4ccc5c(c4)OCCO5)c3)nc2c1	2%
CCc1ccc(S(=O)(=O)c2cnc(SCC(=O)Nc3ccc(OC)cc3OC)[nH]c2=O)cc1	-4%
CC1C(=O)N(Cc2cn(CC3CCCCC3)nn2)CCS(=O)(=O)N1Cc1ccc(-c2ccncc2)cc1 (stereo not given)	-3%
O=C(CNC(=O)c1ccc(-c2ccccc2)cc1)Nc1ccc(S(=O)(=O)Nc2ncccn2)cc1	13%
COc1ccc(CNC(=O)C2CCCN(S(=O)(=O)N(C)c3ccc(F)cc3)C2)cc1OC (stereo not given)	4%
COc1cc(Cl)c(C)cc1NC(=O)c1cn(CC(C)C)c(=O)c2cc(OC)c(OC)cc12	2%
O=C1c2cccc3cccc(c23)C(=O)N1CCO	6%
CC(=O)Nc1nc(C)c(C(C)C)s1	1%
O=C(CSc1nc2c([nH]c3ccccc32)c(=O)n1-c1ccc(F)cc1)N1CCc2ccccc21	-8%
CC1CCCN(C(=O)CCS(=O)(=O)c2cc3c(cc2Cl)NC(=O)CO3)C1 (stereo not given)	?

A few values from the list:
Reading of CCOc1ccc(-n2c(CC)nc3c(cnn3-c3ccc(Cl)cc3)c2=O)cc1 under aSyn yeast rescue: 4%
Reading of COc1cc(Cl)c(C)cc1NC(=O)c1cn(CC(C)C)c(=O)c2cc(OC)c(OC)cc12 under aSyn yeast rescue: 2%

The listing picks up, repeating the seven entries before the break.
SMILES	aSyn yeast rescue
O=C(CNC(=O)c1ccc(-c2ccccc2)cc1)Nc1ccc(S(=O)(=O)Nc2ncccn2)cc1	13%
COc1ccc(CNC(=O)C2CCCN(S(=O)(=O)N(C)c3ccc(F)cc3)C2)cc1OC (stereo not given)	4%
COc1cc(Cl)c(C)cc1NC(=O)c1cn(CC(C)C)c(=O)c2cc(OC)c(OC)cc12	2%
O=C1c2cccc3cccc(c23)C(=O)N1CCO	6%
CC(=O)Nc1nc(C)c(C(C)C)s1	1%
O=C(CSc1nc2c([nH]c3ccccc32)c(=O)n1-c1ccc(F)cc1)N1CCc2ccccc21	-8%
CC1CCCN(C(=O)CCS(=O)(=O)c2cc3c(cc2Cl)NC(=O)CO3)C1 (stereo not given)	?
CC(=O)Nc1nonc1-c1nnc(SCC(=O)Nc2c(C)cccc2C)n1-c1ccccc1	6%
Cc1cc(=O)n2nc(N3CCCC(C(=O)Nc4ccc(C)c(C)c4)C3)sc2n1 (stereo not given)	0%
CCCCNC(=O)c1ccc(/C=C2\Oc3ccccc3N(C)C2=O)cc1	-2%
CC1CCCCN1CCNC(=O)c1ccc2c(c1)N(Cc1cccc(Cl)c1)C(=O)c1ccccc1S2(=O)=O (stereo not given)	6%
Cc1cc(=O)n(Cc2ccc(F)cc2Cl)c2c1c(C)nn2C	9%
O=C(Nc1nnc(-c2ccc(Cl)cc2)o1)Nc1ccccc1F	9%
COc1cccc(/C=N/NC(=S)NCCc2ccccc2)c1	7%
CCC(C)(C)C1CCc2c(sc(NC(=O)C3c4ccccc4Oc4ccccc43)c2C(N)=O)C1 (stereo not given)	5%
CC(=O)C1=C(C)NC(=O)NC1c1cccc([N+](=O)[O-])c1O (stereo not given)	-3%
COc1ccccc1Cc1nc2ccccc2nc1SCC(=O)Nc1cccc(Cl)c1C	3%
Cn1cccc1Cc1nnc(SCC(=O)Nc2ccc(F)cc2F)n1-c1ccc(F)cc1	5%
O=C(c1ccc2c(c1)CCC2)N1CCN(Cc2ccccc2)CC1	-3%
COc1ccc(N2CCN(CCCNC(=O)c3nnc(Cc4ccc(F)cc4)o3)CC2)cc1	1%
CCOC(=O)C(C)Oc1cccc2c(=O)n(CC(=O)Nc3cccc(OC)c3)ccc12 (stereo not given)	-2%
Cc1c(Cl)cccc1NC(=O)C1CCN(c2nc3ccccc3[nH]2)CC1	-7%
CCc1ccc(NC(=O)c2cc(S(=O)(=O)N3CCCC3)ccc2F)cc1	3%&-6%
COc1cc2[nH]c(=O)n(CCC(=O)N3CCN(Cc4ccccc4)CC3)c(=O)c2cc1OC	-1%
CCOC(=O)c1c(NC(=O)CSc2nnc(-c3c[nH]c4ccccc34)n2CCOC)sc2c1CCCCC2	2%
Cc1ccc2c(c1)sc1nc(=O)n(-c3ccc(Cl)cc3)c(=O)n12	-4%
CCOC(=O)c1cnc(-n2nc(C)cc2C)nc1Oc1ccc(C#N)cc1	-9%
Cc1cc(Nc2cccc(Br)c2)n2c(nc3ccccc32)c1C#N	-9%
CN(C)CCN1C(=O)NC(C)(c2ccc([N+](=O)[O-])cc2)C1=O (stereo not given)	-10%
CCC1CCCCN1Cc1nc(Cc2ccccc2Cl)no1 (stereo not given)	6%
Cn1c(N)c(C(=O)COC(=O)c2ccc(Cl)nc2)c(=O)n(C)c1=O	-4%
CCC(=O)N1CCc2cc(S(=O)(=O)NC(Cc3ccccc3)C(=O)NCc3ccc(C)cc3)ccc21 (stereo not given)	-5%
Next section:
SMILES	aSyn yeast rescue
CCN(CC)C(=O)Cn1c(=O)n(CC2CCC(C(=O)NC)CC2)c(=O)c2sccc21 (stereo not given)	-6%
COc1cc(OC)cc(C(=O)Nc2cc3c(cc2N2CCOCC2)n(C)c(=O)n3C)c1	-5%
Cc1ccc(NC(=O)Nc2nnc(N3CCCC3)s2)cc1C	-5%
COc1ccc(NC(=O)C2CCCN2S(=O)(=O)c2cccc3cccnc23)cc1OC (stereo not given)	4%
CCOc1ccccc1C1CC(c2ccc(Br)cc2)Nc2nc(N)nn21 (stereo not given)	-2%
CC1CCCN(CC(=O)Nc2ccc(S(=O)(=O)N3C(C)CCCC3C)cc2)C1 (stereo not given)	2%
O=C(NCCc1ccc(Cl)cc1)C1(c2cccs2)CCOCC1	7%
Cc1ccc(C(=O)c2cn(CC(=O)Nc3ccc(C)cc3Cl)c3nc(C)ccc3c2=O)cc1	-1%
Cc1cc(C(=O)CSc2nc3ccc(Cl)cc3[nH]2)c(C)n1Cc1ccco1	-2%
COc1ccc(/C=N/NC(=O)c2cccc(NC(C)=O)c2)c(OC)c1	2%
COC(=O)c1cc(-c2ccc(OC)c(OC)c2)c2c(=O)[nH]c(=O)n(C)c2n1	6%
O=C(CSc1nccn1C1CCCC1)Nc1cccc(F)c1	5%
Cc1ccc(Nc2nnc(-c3ccc(C)c(S(=O)(=O)N4CCCCC4)c3)c3ccccc23)cc1	-6%
COC(=O)c1ccc(COC(=O)C2CCN(S(=O)(=O)c3c(C)cc(C)cc3C)CC2)o1	7%

4 structures from above, sorted by molar mass, lowest first.
SMILES	aSyn yeast rescue
O=C(NCCc1ccc(Cl)cc1)C1(c2cccs2)CCOCC1	7%
COC(=O)c1cc(-c2ccc(OC)c(OC)c2)c2c(=O)[nH]c(=O)n(C)c2n1	6%
CCOc1ccccc1C1CC(c2ccc(Br)cc2)Nc2nc(N)nn21 (stereo not given)	-2%
Cc1ccc(C(=O)c2cn(CC(=O)Nc3ccc(C)cc3Cl)c3nc(C)ccc3c2=O)cc1	-1%

Not all compounds are listed (hit frequency here may not be typical).
